TWEAK-Fn14 inh: inhibitors of TWEAK-Fn14 interaction signaling | TWEAK-stimulated Fn14 reporter cells, luciferase luminescence, 8 h | inhibition, % at 10 µM | hit rate 2% among 360,000 | AID 1159606; in the data active = inhibition above about 50%
TLR9-MyD88 block: inhibitors of human TLR9-MyD88 binding; Q9NR96+Q99836; CHO BLA complementation TLR9-MyD88, CCF4 FRET ratio; inhibition, % at 4.98 µM; hit rate 0.21% among 340,000; AID 504734;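 active = inhibition above the mean over all tested compounds plus 3 SD, cut at about 21% in these data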;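 also: 0% = DMSO only wells and 100% = clavulanate BLA inhibitor control wells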
COUP-TFII inh: inhibitors of human COUP-TFII (NR2F2). P24468. inhibition, % at 8.6 µM. hit rate 0.7% among 370,000. HEK293T NGFI-A luciferase reporter, luminescence. AID 686940;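 active = inhibition above a per-plate cutoff, mean inhibition of test wells between control levels plus 3 SD, cut at about 38% in these data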;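 also: cells cotransfected with COUP-TFII expression vector driving the NGFI-A reporter; 0% = median of COUP-TF2 test wells and 100% = reporter-only cells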
NOD2 RIPK2 PPI: blocks binding of human NOD2 to RIPK2 | inhibition, % at 4.98 µM | CHO BLA complementation NOD2-RIPK2, CCF4 ratio | O43353 | AID 624267 | hit rate 0.38% among 360,000; in the data active = inhibition above about 21%;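 also: 0% = vehicle only and 100% = reference blocker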
TROY NFkB inh: blocks TROY-dependent signaling in reporter cells. Q293 LMP1-TROYcd NF-kB luciferase reporter, 4 h. inhibition, % at 10 µM. hit rate 0.98% among 360,000;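 active = compounds whose plate-normalised and pattern-corrected inhibition of the luciferase reporter signal at the single screening dose is 50% or more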
EBV LMP1 NFkB: Epstein-Barr LMP1 NF-kappaB reporter inhibition. LMP1-induced NF-kappaB luciferase reporter cells, luminescence. inhibition, % at 12.5 µM. hit rate 0.69% among 350,000; in the data active = inhibition above about 41%;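 also: 0% = neutral control wells and 100% = reference inhibitor control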
NCOA3 inh: inhibits human SRC3 coactivator; HEK293 GAL4-SRC3 luciferase reporter, luminescence; inhibition, % at 3.6 µM; hit rate 0.17% among 360,000; AID 588352;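 active = inhibition above a per-campaign cutoff, the mean of all compounds plus 3 SD, cut at about 60% in these data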;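 also: 0% = DMSO-treated cells and 100% = gossypol-treated cells at 36 µM; higher means less SRC3-driven luciferase light from the GAL4 reporter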
NR5A2 inv ag: suppresses constitutive activity of human LRH-1; HEK293T StAR-luciferase reporter, LRH-1 transfected, 24 h; inhibition, % at 3.6 µM; AID 602396; hit rate 0.13% among 360,000;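 active = inhibition above the mean inhibition of all tested compounds plus 3 SD, cut at about 73% in these data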;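 also: 0% = DMSO wells and 100% = reporter-only cells lacking LRH-1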
NCOA1 inh: inhibits human SRC1 coactivator. HEK293 GAL4-SRC1 luciferase reporter, luminescence. inhibition, % at 3.6 µM. hit rate 0.12% among 360,000;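 active = inhibition above the campaign mean plus 3 SD, with each screening campaign given its own cutoff, cut at about 60% in these data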;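 also: 0% = DMSO treated cells and 100% = gossypol at 36 µM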
TRAIL sens C8: caspase-8 TRAIL sensitization. inhibition (viability loss, TRAIL sensitization), % at 10 µM. NB7+C8 cells + TRAIL, ATPlite viability luminescence. hit rate 1% among 360,000;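 active = compounds causing at least 50% loss of cell viability in the single-dose screen, relative to plate controls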
SRC2 inh: human SRC2 (NCOA2) inhibition; hit rate 0.17% among 370,000; inhibition, % at 9 µM; Q15596; HEK293 GAL4-SRC2 luciferase reporter, luminescence;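 active = inhibition above the mean inhibition of all tested compounds plus 3 SD, set per campaign, cut at about 52% in these data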;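 also: 0% = DMSO treated cells and 100% = cells given Gossypol at 36 µM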
Numbers without * were called inactive; . = no result given. An excerpt; the hit share may differ from the screen's.

Values run as follows: SRC2 inh | NCOA3 inh | NOD2 RIPK2 PPI | EBV LMP1 NFkB | TRAIL sens C8 | COUP-TFII inh | TROY NFkB inh | TLR9-MyD88 block | NCOA1 inh | NR5A2 inv ag | TWEAK-Fn14 inh
1	O=C(CSc1nc2ncccc2[nH]1)NCc1ccco1
 : 8.5 | 18.7 | -4.8 | 0.9 | 4.2 | -21.1 | -26.5 | 1.4 | -2.9 | 8.3 | 6.8
2	O=C(C[n+]1ccc(C(=O)c2ccccc2)cc1)Nc1cccc([N+](=O)[O-])c1
 : -4.1 | . | -1.4 | . | -0.8 | -8.0 | 1.6 | . | . | 10.5 | -10.6
3	CCc1ccccc1N1CN(Cc2ccco2)CNC1=S
 : -15.2 | 22.7 | -4.1 | -1.7 | -5.1 | 8.3 | -4.0 | -9.9 | -11.0 | -20.8 | -34.0
4	COc1ccc(/C=C2/SC(=S)N(NS(=O)(=O)c3ccc(C)cc3)C2=O)cc1
 : -32.5 | -0.4 | -1.1 | 0.6 | -7.2 | 15.7 | 16.3 | 7.3 | 8.3 | -1.3 | 12.4
5	Cc1ccc(NC(=O)CN2C(=O)CCS(=O)(=O)c3ccccc32)cc1Cl
 : 0.4 | 11.8 | 5.6 | -12.4 | -2.4 | -1.5 | 2.7 | 13.6 | 3.4 | -7.4 | 7.9
6	O=C(O)c1ccc(N/N=C/c2ccc(-c3ccc(Cl)cc3Cl)o2)cc1
 : -85.2 | -59.6 | -6.3 | -34.9 | 20.2 | 3.5 | 13.0 | -2.5 | -38.8 | -5.8 | -2.8
7	CCNC(=S)NCCN1CCCCC1
 : -20.2 | -0.3 | -1.6 | -7.9 | -13.2 | -2.1 | -9.7 | -3.2 | 1.2 | 9.3 | -6.4
8	Cc1cccc(C)c1NC(=O)C1c2ccccc2OCC(=O)N1CCc1c[nH]c2ccccc12 (stereo unspecified)
 : 3.8 | . | -4.9 | . | -6.2 | 7.0 | -14.1 | . | . | -0.8 | -9.2
9	COc1cc(OC)c(OC)cc1/C=N/NC(=O)c1cccc(S(=O)(=O)N2CCOCC2)c1
 : 12.8 | 22.3 | -4.2 | 18.2 | -5.7 | 2.5 | 9.7 | 1.8 | 7.7 | -8.8 | -14.2
10	COc1ccc(/C=C/c2c(-c3ccc(OC)cc3)sc3ccc(N4CCOCC4)cc23)cc1
 : . | -6.1 | 3.5 | -1.5 | -10.6 | . | -8.4 | 2.8 | -70.6 | 3.1 | 1.4
11	O=C(COC(=O)c1ccc(F)c(S(=O)(=O)N2CCOCC2)c1)NC1CCCCC1
 : 4.1 | -7.8 | 0.5 | 1.1 | 1.0 | -1.4 | -14.7 | 6.7 | -5.3 | 12.8 | -0.2
12	Cc1ccccc1NC(=O)C1CC(Cl)=CCC1C(=O)O (stereo unspecified)
 : 11.6 | 5.5 | -6.3 | -1.1 | -17.3 | -4.4 | -5.1 | 6.9 | -2.2 | -1.8 | 6.9
13	Cc1ccc(S(=O)(=O)CC(=O)Nc2nnc(C)s2)cc1
 : -24.6 | -4.7 | -4.4 | 7.0 | 3.0 | 12.6 | -21.2 | -8.2 | -7.8 | 8.9 | 12.3
14	C/C(=N\NC(=O)CCCNc1ccc(C)cc1)c1ccccn1
 : -14.4 | 9.2 | 7.3 | 15.2 | -1.9 | -4.5 | -18.3 | -0.9 | 6.0 | -3.8 | -5.3
15	CCC1CCCCN1C(=O)COc1cccc2c1CCN(C)C2=O (stereo unspecified)
 : 7.2 | 11.6 | 2.4 | -1.3 | 1.2 | 10.9 | -2.2 | -7.9 | -19.7 | -13.9 | 7.6
16	CCOC(=O)C1CCN(c2nc3cc(OC)ccc3cc2C#N)CC1
 : 15.7 | -18.8 | 2.1 | 7.2 | -3.1 | -0.9 | -7.0 | 4.4 | 11.8 | 13.2 | 0.1
17	CC(C)n1cnc2c(Nc3cccc(F)c3)nc(NCCO)nc21
 : -28.5 | -16.9 | -5.9 | 7.4 | -17.4 | 2.7 | 39.3 | -4.0 | -32.3 | -7.4 | 29.6
18	O=C(NCCNC1CCC(c2ccccc2)CC1)c1ccc(F)cc1 (stereo unspecified)
 : 11.1 | 8.0 | -6.3 | 2.6 | -6.5 | 6.6 | 16.5 | 3.1 | -0.4 | 2.1 | 14.3
19	CCCOc1ccc(/C=N/NC(=O)CSCc2ccc([N+](=O)[O-])cc2)cc1OCC
 : 6.7 | 21.5 | -3.0 | -5.7 | -0.8 | 1.1 | 4.8 | -1.3 | -6.9 | 3.4 | -28.6
20	CCCCn1c(N)c(N(CC(C)C)C(=O)c2ccc(Br)s2)c(=O)[nH]c1=O
 : -10.6 | -30.7 | -6.7 | 1.0 | 7.9 | -19.9 | 15.8 | -1.1 | -11.3 | 6.3 | 2.8
21	O=C(COC(=O)c1cccc(OC(F)F)c1)Nc1ncccn1
 : -7.1 | 10.3 | -5.7 | -4.2 | -8.1 | 4.8 | -10.2 | 14.1 | -1.1 | 17.8 | 21.5
22	CC(C)N(C(=O)CSc1nnc(NC(=O)c2cccs2)s1)C(C)C
 : 1.6 | -10.9 | 4.2 | -9.4 | -10.6 | -14.4 | 8.3 | -2.7 | 0.5 | 3.5 | 0.5
23	Cc1sc2nc(CSCC(=O)Nc3ccccc3C#N)[nH]c(=O)c2c1C
 : -19.2 | 25.8 | -6.1 | -19.8 | 10.2 | -0.4 | 2.2 | -6.0 | 8.6 | -15.4 | -3.1
24	Cc1cc(C)cc(NC(=O)NC2CCCCCCC2)c1
 : -25.4 | -11.7 | -15.2 | -3.7 | 4.5 | 3.7 | -33.6 | -5.9 | 2.2 | -8.4 | -24.0

6 compounds out of the list, sorted by molecular weight, smallest number first:
Values run as follows: SRC2 inh | NCOA3 inh | NOD2 RIPK2 PPI | EBV LMP1 NFkB | TRAIL sens C8 | COUP-TFII inh | TROY NFkB inh | TLR9-MyD88 block | NCOA1 inh | NR5A2 inv ag | TWEAK-Fn14 inh
1	O=C(CSc1nc2ncccc2[nH]1)NCc1ccco1
 : 8.5 | 18.7 | -4.8 | 0.9 | 4.2 | -21.1 | -26.5 | 1.4 | -2.9 | 8.3 | 6.8
17	CC(C)n1cnc2c(Nc3cccc(F)c3)nc(NCCO)nc21
 : -28.5 | -16.9 | -5.9 | 7.4 | -17.4 | 2.7 | 39.3 | -4.0 | -32.3 | -7.4 | 29.6
2	O=C(C[n+]1ccc(C(=O)c2ccccc2)cc1)Nc1cccc([N+](=O)[O-])c1
 : -4.1 | . | -1.4 | . | -0.8 | -8.0 | 1.6 | . | . | 10.5 | -10.6
6	O=C(O)c1ccc(N/N=C/c2ccc(-c3ccc(Cl)cc3Cl)o2)cc1
 : -85.2 | -59.6 | -6.3 | -34.9 | 20.2 | 3.5 | 13.0 | -2.5 | -38.8 | -5.8 | -2.8
8	Cc1cccc(C)c1NC(=O)C1c2ccccc2OCC(=O)N1CCc1c[nH]c2ccccc12 (stereo unspecified)
 : 3.8 | . | -4.9 | . | -6.2 | 7.0 | -14.1 | . | . | -0.8 | -9.2
9	COc1cc(OC)c(OC)cc1/C=N/NC(=O)c1cccc(S(=O)(=O)N2CCOCC2)c1
 : 12.8 | 22.3 | -4.2 | 18.2 | -5.7 | 2.5 | 9.7 | 1.8 | 7.7 | -8.8 | -14.2

Copied from the list.
NOD2 RIPK2 PPI, `CCOC(=O)C1CCN(c2nc3cc(OC)ccc3cc2C#N)CC1` stands at 2.1
TRAIL sens C8, `O=C(COC(=O)c1ccc(F)c(S(=O)(=O)N2CCOCC2)c1)NC1CCCCC1` stands at 1.0

Screening results: PubChem BioAssay, several laboratories
